High-throughput results (PubChem BioAssay)
Fh CTSL1 inh: counter-screen for PFM18AAP inhibitors: inhibitors of F. hepatica cathepsin L1 | inhibition, % at 5.96 µM | AID 1906 | recombinant F. hepatica cathepsin L1, Z-Leu-Arg-MCA fluorescence | actives 0.49% (n = 300,000);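 active means inhibition above the mean of all tested compounds plus 3 SD, set per screening campaign, cut at about 17% in these data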;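 further: 0% = plate median of test compound wells and 100% = 1 µM Z-Phe-Ala-diazomethylketone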
JMJD2C inh: human JMJD2C demethylase inhibition; actives 0.069% (n = 330,000); AID 2099; Q9H3R0; GST-JMJD2C(1-420) H3K9me3 demethylation, DELFIA europium; inhibition, % at 2.35 µM;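 active means more than half of a compound's replicate wells show inhibition beyond 50%, single wells judged on their own value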;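 further: signal counts dimethyl H3K9 product captured on neutravidin plate; 0% = median of DMSO wells and 100% = 0.3 times that DMSO median; strong numbers were not always called active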
TPT1 inh: inhibitors of Candida albicans tRNA 2'-phosphotransferase TPT1; recombinant caTPT1, FP RNA substrate dephosphorylation; inhibition, % at 5 µM; actives 0.81% (n = 300,000);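 active means inhibition above the mean of all tested compounds plus 3 SD, set per screening campaign, cut at about 24% in these data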;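 further: plate controls were DMSO alone for no effect and ferristatin control at 100 nM for full effect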
proCasp7 act: counter-screen: procaspase-7 (human) activation; recombinant procaspase-7, Ac-DEVD-pNA absorbance 405 nm; D23A/D198A/D206A triple mutant, cannot self-cleave; scale: DMSO 0, 5 µM enzyme 100; activation, % at 8.5 µM; actives 0.093% (n = 330,000);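 active means percent activation above the screen-wide mean plus 3 SD, cut at about 25% in these data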
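Assay system: Uncleavable procaspase-7 mutant enzyme | Input: 2 µM procaspase-7 mutant as dispensed | Timing: 1 h compound preincubation, 2 h substrate cleavage, 25 °C | Repeats: One well per compound | Control set: DMSO wells as 0%, DMSO with 5 µM added PC-7 as 100% | Technique: Epi-absorbance of released pNA at 405 nm, two timepoints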
PP5 primary: blocks human protein phosphatase 5 activity | P53041 | purified PP5c, OMFP substrate fluorescence | inhibition, % at 6.7 µM | actives 0.18% (n = 320,000) | AID 1987;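 active means inhibition above the campaign's mean inhibition across all tested compounds plus 3 SD, cut at about 9.5% in these data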;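 further: 0% = DMSO only and 100% = 100 µM cantharidin control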
PP1 inh: PP1-alpha (human) inhibition in PP5 counter-screen; P62136; purified PP1alpha, OMFP fluorescence; inhibition, % at 6.7 µM; actives 0.9% (n = 320,000);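 active means inhibition above the mean inhibition of all tested compounds plus 3 SD, computed separately for each screening campaign, cut at about 15% in these data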
Target sequence (P62136 whole entry, looked up): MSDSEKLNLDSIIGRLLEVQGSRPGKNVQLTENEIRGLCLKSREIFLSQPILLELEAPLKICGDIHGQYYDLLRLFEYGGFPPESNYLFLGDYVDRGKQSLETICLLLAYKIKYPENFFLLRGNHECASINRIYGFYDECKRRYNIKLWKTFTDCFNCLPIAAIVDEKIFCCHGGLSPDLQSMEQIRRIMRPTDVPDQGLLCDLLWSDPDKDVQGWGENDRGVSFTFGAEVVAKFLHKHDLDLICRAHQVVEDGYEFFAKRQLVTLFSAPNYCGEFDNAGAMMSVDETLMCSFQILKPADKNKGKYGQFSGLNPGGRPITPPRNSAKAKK
core dimer inh: HCV core protein dimerization inhibition; TR-FRET GST/Flag-core106 dimerization, 1536-well; inhibition, % at 5 µM; actives 0.33% (n = 300,000); AID 1899;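 active means inhibition above the mean of all tested compounds plus 3 SD, set per screening campaign, cut at about 45% in these data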
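Material: GST/Flag-tagged HCV core106 proteins. Incubation: 4 h, 22.5 °C incubation. Read-out basis: inhibition (%) from 671 over 617 nm ratio. Measured by: TR-FRET, excitation 340 nm, emission 617 and 671 nm.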
proCasp3 act: activates human procaspase-3. actives 0.11% (n = 330,000). recombinant procaspase-3 D3A, Ac-DEVD-pNA absorbance 405 nm. activation, % at 8.5 µM. P42574;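 active means activation above the mean of all tested compounds plus 3 SD, cut at about 21% in these data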;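 further: 0% = DMSO alone and 100% = DMSO wells spiked with extra 5 µM PC-3 D3A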
Target sequence (P42574 whole entry D9A/D28A/D175A): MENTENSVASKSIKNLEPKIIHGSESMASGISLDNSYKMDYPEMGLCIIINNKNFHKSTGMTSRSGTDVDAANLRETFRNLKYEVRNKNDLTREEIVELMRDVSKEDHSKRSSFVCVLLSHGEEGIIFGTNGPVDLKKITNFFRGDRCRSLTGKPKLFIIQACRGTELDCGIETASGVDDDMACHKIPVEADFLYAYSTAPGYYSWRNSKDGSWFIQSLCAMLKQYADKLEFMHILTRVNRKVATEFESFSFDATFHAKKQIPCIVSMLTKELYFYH
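Technique: 405 nm absorbance of p-nitroaniline, reads at 0 and 120 min; Test system: Procaspase-3 D3A mutant; Incubation: 1 h enzyme-compound preincubation, then 2 h substrate reaction, 25 °C; Repeats: singlicate, each compound tested once; Benchmarks: low control DMSO wells, high control DMSO plus 5 µM PC-3 D3A.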
Efflux pump mplx: antifungal efflux pump inhibition, Nile Red retention. S. cerevisiae Candida pump triplex. inhibition, % at 10 µM. actives 0.44% (n = 330,000). AID 485275;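 active means plate passing quality check with inhibition over a set limit, or well fluorescence over plate mean plus 4 SD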;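 further: Nile Red retained in pooled yeast measured as flow cytometry median fluorescence; 0% = buffer negative control and 100% = Enniatin B positive control; higher means more Nile Red kept so more efflux inhibition; some compounds called inactive have numbers as strong as hits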
An asterisk follows results filed as active.

SMILES | Fh CTSL1 inh | JMJD2C inh | TPT1 inh | proCasp7 act | PP5 primary | PP1 inh | core dimer inh | proCasp3 act | Efflux pump mplx
C=CCOC(=O)C1=C(C)OC(N)=C(C(=O)OCC)C12C(=O)N(CC(N)=O)c1ccccc12 (centres undefined) | -0.8 | 4.8 | -0.8 | 2.9 | 1.7 | -0.9 | -3.6 | 4.7 | 0.1
Cc1nc2cc(C(F)(F)F)ccc2n1C1CCN(Cc2nnnn2Cc2cccs2)CC1 | 7.6 | -3.6 | 0.2 | -4.9 | -4.4 | -6.0 | 5.5 | -3.5 | 0.4
CN1C(=O)C(=Cc2ccc(N(C)C)c([N+](=O)[O-])c2)C(=O)N(C)C1=O | 0.5 | -0.3 | -1.8 | -16.1 | 2.5 | 2.6 | -5.6 | 2.3 | -0.2
CC(=O)c1c(C)n(Cc2ccccc2Cl)c2ccc(O)cc12 | 1.5 | -4.8 | -2.9 | 8.1 | -0.2 | 4.4 | 3.5 | -5.8 | -0.1
NCCCC(=O)OC1N=C(c2ccccc2Cl)c2cc(Br)ccc2NC1=O (centres undefined) | 0.5 | -1.5 | 1.5 | 10.5 | 1.2 | 1.5 | -1.5 | 11.7 | 0.0
COc1ccc(CC(=O)N2CCN(C)CC2)cc1 | 6.0 | -2.0 | -4.1 | -4.4 | -1.6 | -2.4 | -8.2 | 0.6 | -0.2
Clc1ccccc1CN1CCN(c2ccccc2Cl)CC1 | 3.3 | 6.7 | -3.4 | 1.1 | 0.4 | 1.7 | -5.6 | -4.8 | 0.0
Cc1cc(C)cc(N2C(=O)NC(=O)/C(=C\C=C\c3ccco3)C2=O)c1 | -4.4 | -11.1 | 46.8* | 1.8 | 2.5 | 6.8 | 6.3 | -5.2 | 0.1
O=C(c1ccccc1F)c1cn(CC(=O)N2CCCCC2)c2ccccc12 | 5.7 | 5.5 | 1.5 | -6.2 | 2.1 | -3.9 | 2.6 | 3.6 | 0.2
O=C1NC(=O)C(=Cc2ccc(-c3ccccc3[N+](=O)[O-])o2)C(=O)N1 | -3.6 | 1.0 | 3.0 | -19.6 | 2.8 | -4.0 | 0.9 | -9.3 | 0.3
COc1c(O)ccc2c1-c1c3c(cc4c1C(C2)N(C)CC4)OCO3 (centres undefined) | 1.2 | 1.3 | -0.5 | -2.3 | 2.4 | -0.5 | -7.7 | 1.0 | 0.2
O=C(NCC(c1cccnc1)N1CCN(c2ccccc2F)CC1)Oc1ccccc1 (centres undefined) | 3.3 | 5.0 | 0.2 | 8.3 | -1.5 | -0.4 | -0.6 | 4.8 | 0.0

Ordered by SMILES length (rising): nine of the compounds above.
SMILES | Fh CTSL1 inh | JMJD2C inh | TPT1 inh | proCasp7 act | PP5 primary | PP1 inh | core dimer inh | proCasp3 act | Efflux pump mplx
COc1ccc(CC(=O)N2CCN(C)CC2)cc1 | 6.0 | -2.0 | -4.1 | -4.4 | -1.6 | -2.4 | -8.2 | 0.6 | -0.2
Clc1ccccc1CN1CCN(c2ccccc2Cl)CC1 | 3.3 | 6.7 | -3.4 | 1.1 | 0.4 | 1.7 | -5.6 | -4.8 | 0.0
CC(=O)c1c(C)n(Cc2ccccc2Cl)c2ccc(O)cc12 | 1.5 | -4.8 | -2.9 | 8.1 | -0.2 | 4.4 | 3.5 | -5.8 | -0.1
O=C(c1ccccc1F)c1cn(CC(=O)N2CCCCC2)c2ccccc12 | 5.7 | 5.5 | 1.5 | -6.2 | 2.1 | -3.9 | 2.6 | 3.6 | 0.2
O=C(NCC(c1cccnc1)N1CCN(c2ccccc2F)CC1)Oc1ccccc1 (centres undefined) | 3.3 | 5.0 | 0.2 | 8.3 | -1.5 | -0.4 | -0.6 | 4.8 | 0.0
Cc1cc(C)cc(N2C(=O)NC(=O)/C(=C\C=C\c3ccco3)C2=O)c1 | -4.4 | -11.1 | 46.8* | 1.8 | 2.5 | 6.8 | 6.3 | -5.2 | 0.1
Cc1nc2cc(C(F)(F)F)ccc2n1C1CCN(Cc2nnnn2Cc2cccs2)CC1 | 7.6 | -3.6 | 0.2 | -4.9 | -4.4 | -6.0 | 5.5 | -3.5 | 0.4
CN1C(=O)C(=Cc2ccc(N(C)C)c([N+](=O)[O-])c2)C(=O)N(C)C1=O | 0.5 | -0.3 | -1.8 | -16.1 | 2.5 | 2.6 | -5.6 | 2.3 | -0.2
C=CCOC(=O)C1=C(C)OC(N)=C(C(=O)OCC)C12C(=O)N(CC(N)=O)c1ccccc12 (centres undefined) | -0.8 | 4.8 | -0.8 | 2.9 | 1.7 | -0.9 | -3.6 | 4.7 | 0.1

Only part of the results is shown (hit frequency here may not be typical).
